Screening results deposited in PubChem by National Center for Advancing Translational Sciences (NCATS).
GLP1R ag = qHTS of GLP-1 Receptor Agonists. Glucagon-like peptide 1 receptor (Homo sapiens), P43220. HEK293 GLP-1R CRE-luciferase, luminescence, 4-6 h; cells express a hypersensitive GLP-1R form. Potency, µM (series often up to 45.6 µM), for the others: at the top dose activation, actives largely listed as activators. hit rate 0.007% among 380,000; also: potency is read from the fitted curve at half-maximal effect; % of control where 0% means no effect
Target sequence (P43220 whole entry, looked up): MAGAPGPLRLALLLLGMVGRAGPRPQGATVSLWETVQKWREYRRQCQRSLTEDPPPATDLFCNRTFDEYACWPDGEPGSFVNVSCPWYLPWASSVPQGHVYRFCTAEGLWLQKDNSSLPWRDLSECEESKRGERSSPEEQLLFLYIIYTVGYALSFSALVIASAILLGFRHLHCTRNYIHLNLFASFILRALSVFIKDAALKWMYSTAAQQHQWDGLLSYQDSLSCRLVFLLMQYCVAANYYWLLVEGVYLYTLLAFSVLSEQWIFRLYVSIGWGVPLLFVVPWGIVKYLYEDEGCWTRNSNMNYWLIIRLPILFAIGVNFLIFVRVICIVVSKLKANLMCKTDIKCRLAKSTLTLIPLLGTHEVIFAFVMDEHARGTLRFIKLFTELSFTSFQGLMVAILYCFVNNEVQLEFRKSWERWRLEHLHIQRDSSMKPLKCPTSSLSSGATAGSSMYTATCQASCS
HT1080 IDH1KD tx = qHTS for induction of synthetic lethality in tumor cells producing 2HG: qHTS for the HT-1080-IDH1KD cell line | HT-1080 IDH1 knockdown viability, ATP luminescence, 48 h | Potency, µM (series often up to 46.1 µM), for the others: top-dose activity, negative = toxicity, usual class: cytotoxic | hit rate 2% among 360,000 | AID 686971, 2013;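 also: potency is read from the fitted curve at half-maximal effect; 0% = DMSO wells and -100% = cell-free medium wells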
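After a 2 h attachment period, IDH1KD HT-1080 cells took pin-transferred compound for 48 h at 37 °C; ATP-based luminescence after 10 min room-temperature reagent incubation reported viability.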
SW480 rerep = A quantitative high throughput screen for small molecules that induce DNA re-replication in SW480 colon adenocarcinoma cells; SW480 DNA re-replication, Hoechst DNA content imaging, 48 h; Potency, µM (highest dose often 46.1 µM), for inactives: at the highest dose re-replication activation, hits mostly activators; hit rate 1.8% among 340,000; AID 624297, 2012; also: potency is read from the fitted curve at half-maximal effect; % of control where 0% means no effect; nearly all actives have a fitted effect of over 55% in size
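Per well, 250 cells were exposed to pinned compound for 48 hr. Nuclear DNA was visualised with Hoechst (40 min, 37 C) and total object intensity recorded by fluorescence scanning.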
DRD3 antagonist = qHTS of D3 Dopamine Receptor Antagonist: qHTS; D(3) dopamine receptor (Homo sapiens), P35462; D3R cells, DiscoveRx beta-arrestin luminescence, antagonist mode; hits give low values; max response, negative = inhibition, %; hit rate 2.5% among 360,000; AID 652054, 2013; in the data active = max response below about -50%; inconclusive = no clear call, values can overlap the other calls; also: % is scaled to controls: 0 for no effect and ±100 for the full control effect; mostly tested at two doses, the higher about 12 µM
Target sequence (P35462 whole entry, looked up): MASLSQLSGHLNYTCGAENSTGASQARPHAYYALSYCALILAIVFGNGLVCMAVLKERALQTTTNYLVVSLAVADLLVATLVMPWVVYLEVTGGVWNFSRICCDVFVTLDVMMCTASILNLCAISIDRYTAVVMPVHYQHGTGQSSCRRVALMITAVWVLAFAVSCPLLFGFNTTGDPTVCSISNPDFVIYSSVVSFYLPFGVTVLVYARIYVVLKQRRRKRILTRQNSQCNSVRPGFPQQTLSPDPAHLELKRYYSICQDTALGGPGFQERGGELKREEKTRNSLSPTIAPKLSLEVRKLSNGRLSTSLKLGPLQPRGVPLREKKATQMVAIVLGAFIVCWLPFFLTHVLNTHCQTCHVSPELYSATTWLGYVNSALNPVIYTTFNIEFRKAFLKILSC
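Cells expressing the human receptor were seeded at 1500 cells/well, incubated overnight at 37 degrees C in 5% CO2, then exposed to library compounds with dopamine controls for 90 minutes at 37 degrees C before luminescent detection.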
KB-V1 cytotox = qHTS assay for MDR1-selective chemotherapeutics: Primary screen using the drug-selected MDR subline cells KB-V1 | KB-V1 MDR cells viability, CellTiter-Glo, 72 h | Potency, µM (highest dose often 46.1 µM), for inactives: at the top dose activity change, negative = cytotoxicity, usual class: cytotoxic | hit rate 3.4% among 400,000 | AID 1347076, 2019; also: potency is read from the fitted curve at half-maximal effect; % is scaled to controls: 0 for no effect and ±100 for the full control effect; nearly all actives have a fitted effect of over 60% in size
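Potencies derive from concentration-effect curves fitted to normalized luminescence (CellTiter-Glo) of KB-V1 cells treated for 72 h at 37 degrees C in phenol-red-free DMEM containing 10% FBS.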
KB-3-1 tox = qHTS assay for MDR1-selective chemotherapeutics: Primary screen using the parental adenocarcinoma cell KB-3-1. KB-3-1 viability, CellTiter-Glo ATP luminescence, 72 h. Potency, µM (highest dose often 46.1 µM), inactives show at the top dose activity change, negative = cytotoxic, hits mostly cytotoxic. hit rate 1.4% among 400,000. AID 1347075, 2019; also: potency is read from the fitted curve at half-maximal effect; % is scaled to controls: 0 for no effect and ±100 for the full control effect; nearly all actives have a fitted effect of over 60% in size
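KB-3-1 cells, DMEM (no phenol red) + 10% FBS; compound by pin transfer, 72 h, 37 °C. Readout: CellTiter-Glo luminescence after 10 min. Data normalized, curve-fitted.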
HT1080-NT tox = qHTS for induction of synthetic lethality in tumor cells producing 2HG: qHTS for the HT-1080-NT fibrosarcoma cell line; HT-1080-NT fibrosarcoma viability, CellTiter-Glo ATP luminescence, 48 h; Potency, µM (doses to about 46.1 µM), inactives show top-dose activity, negative = less viability, actives largely listed as cytotoxic; hit rate 1.6% among 360,000; AID 686970, 2013;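 also: NT is the 2HG producing partner of a matched IDH1 knockdown line; potency is read from the fitted curve at half-maximal effect; 0% = DMSO-treated cells and -100% = media-only wells without cells; nearly all actives have a fitted effect of over 55% in size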
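HT-1080-NT; 750 cells/well; 5% FBS RPMI; 48 h compound, 37 degrees C; CellTiter-Glo luminescence; curve fitting and curve-class assignment.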
IL1B secr inh = qHTS for Inhibitors of Inflammasome Signaling: IL-1-beta AlphaLISA Primary Screen. THP-1 LPS/ATP IL-1B secretion, AlphaLISA, 16 h; hits give low values. hit rate 4.7% among 360,000. activity change, % at 57.5 µM. AID 743279, 2014; in the data active = activity change below about -50%; inconclusive = mostly about -30% to -49%; also: % is scaled to controls: 0 for no effect and ±100 for the full control effect
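THP-1 cells pretreated 1 hr with compounds (up to 57.5 uM final), then stimulated with LPS (250 ng/mL final) plus ATP (1.25 mM final); secreted IL-1B measured by AlphaLISA after 16 hr, decreased signal indicating inhibition.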
D3 ag = qHTS of D3 Dopamine Receptor Agonist: qHTS | AID 652048, 2013 | max activation, % | D3R DiscoveRx beta-arrestin cells, luminescence, 90 min | D(3) dopamine receptor (Homo sapiens), P35462 | hit rate 0.58% among 410,000; in the data active = max activation above about 30%; also: 0% is about no effect; mostly tested at two doses, the higher about 12 µM
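Agonist mode: compounds and dopamine controls were applied to plated cells for 90 min at 37 degrees C after an overnight attachment at 1500 cells/well. Luminescent read-out followed 30 - 60 minutes at room temperature with DiscoveRx detection reagent.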
Starred values were filed as active, the others as inactive; i = inactive; ? = inconclusive; · = not tested or not shown; [ ] = dose if it differs, or a comment. Unless noted, calls follow the shape of the dose curve; as a rule, active = well fitted curve in the direction sought with a large enough effect; inconclusive = small, poorly fitted or top-dose-only effect, or another doubt; inactive = no such curve, though single readings can be large; an effect the other way counts as inactive or inconclusive.

SMILES	GLP1R ag	HT1080 IDH1KD tx	SW480 rerep	DRD3 antagonist	KB-V1 cytotox	KB-3-1 tox	HT1080-NT tox	IL1B secr inh	D3 ag
OC(c1cc(C(F)(F)F)nc2c(Cl)cc(Cl)cc12)C1CCCCN1 (configuration not stated)	-3%	?	?	31	?	?	?	-89*	1
C=CCCCCCCCCC(=O)Nc1ncccn1	-1%	-2%	?	1	-9%	6%	-16%	-4	-1
CC(OC(=O)c1nn(C)c(=O)c2ccccc12)C(=O)Nc1ccc(S(N)(=O)=O)cc1 (configuration not stated)	0%	-2%	-8%	-8	9%	-3%	1%	12	-6
O=C(CSc1nc2cc(Cl)ccc2s1)NCC1CCCO1 (configuration not stated)	5%	3%	0%	12	-14%	-21%	-3%	-5	-6
Cc1ccccc1CNC(=O)c1ccccc1N	2%	-2%	-1%	-8	17%	0%	7%[9.24 µM]	0	30*
COc1cc(OC)c2c(-c3cccc(-c4ccc(C(C)=O)cc4)c3)cc(=O)oc2c1	13%	3.3µM*	4.1µM*	?	0%	0%	5.2µM*	55	-25
CCN=C1SC(C(=O)Nc2cccc(Br)c2)CC(=O)N1CC (configuration not stated)	-1%	-1%	5%	19	-9%	0%	5%	2	2
Cc1ccccc1CS(=O)(=O)CCC(=O)NCCN1CCN(c2cccc(Cl)c2)CC1	14%	-3%	-124%[inhibitor]	-54*	10µM*	-23%	-1%	?	-10
CCOc1ccc(C2c3c(-c4ccc(C)cc4)n[nH]c3C(=O)N2c2ccc(Cl)cc2)cc1 (configuration not stated)	-9%	·	·	·	?	?	·	·	14
CC1=CC(C)C2(COC(c3ccc[n+](C)c3)OC2)C(C)C1 (configuration not stated)	18%	-9%	6%	-11	19%	?	-14%	36	-2
CCc1ccccc1N(CC(=O)NC(C)(C)CC)C(=O)CCC(=O)Nc1nccs1	4%	-2%	-12%	5	-25%	-4%	-1%	11	2
C=CCn1nc([N+](=O)[O-])nc1Sc1cccc2cccnc12	-21%	?	3.3µM*	-28	8.2µM*	?	?	-99*	-5
Cc1ccc(C(C)C)c(OCCCN2CC(C)OC(C)C2)c1 (configuration not stated)	-14%	-8%	5%	?	-11%	-3%	2%	4	-14
NC1=NC2CS(=O)(=O)CC2S1 (configuration not stated)	-1%	0%	1%	-5	6%	21%	-1%	-6	-8
COc1ccc(S(=O)(=O)N(CC(=O)NN=C2CCN(C)CC2)c2ccc(C)cc2)cc1OC	8%	?	-2%	17	-1%	-12%	1%	i	1
Cc1ccc(OCC(=O)N2CCCc3ccccc32)cc1	0%	7%	0%	?	?	-15%	14%	-18	-8
O=C(COC(=O)CCSc1ccccc1)Nc1ccccc1	-3%	8%	-9%	16	-3%	0%	3%	28	0
CCc1nc2ccccc2c(NC(=O)CN2CC(C)CC(C)C2)c1C (configuration not stated)	3%	-12%	-4%	12	-15%	-4%	-2%	42	-7
CCc1cc2c(=O)c(-c3nc4ccccc4n3C)coc2c(CN2CCCCC2)c1O	-2%	6%	2%	19	-3%	-9%	10%	17	4
CC1(C)Cc2c(cnn2-c2ccc(F)cc2)C(NC(=O)CCC(F)(F)F)C1 (configuration not stated)	-3%	0%	-5%	14	?	-3%	-2%	-13	9

Brought forward from above: 6 entries, then new ones.
SMILES	GLP1R ag	HT1080 IDH1KD tx	SW480 rerep	DRD3 antagonist	KB-V1 cytotox	KB-3-1 tox	HT1080-NT tox	IL1B secr inh	D3 ag
COc1ccc(S(=O)(=O)N(CC(=O)NN=C2CCN(C)CC2)c2ccc(C)cc2)cc1OC	8%	?	-2%	17	-1%	-12%	1%	i	1
Cc1ccc(OCC(=O)N2CCCc3ccccc32)cc1	0%	7%	0%	?	?	-15%	14%	-18	-8
O=C(COC(=O)CCSc1ccccc1)Nc1ccccc1	-3%	8%	-9%	16	-3%	0%	3%	28	0
CCc1nc2ccccc2c(NC(=O)CN2CC(C)CC(C)C2)c1C (configuration not stated)	3%	-12%	-4%	12	-15%	-4%	-2%	42	-7
CCc1cc2c(=O)c(-c3nc4ccccc4n3C)coc2c(CN2CCCCC2)c1O	-2%	6%	2%	19	-3%	-9%	10%	17	4
CC1(C)Cc2c(cnn2-c2ccc(F)cc2)C(NC(=O)CCC(F)(F)F)C1 (configuration not stated)	-3%	0%	-5%	14	?	-3%	-2%	-13	9
CCc1ccc(NC(=O)CCS(=O)(=O)c2cccc3nsnc23)cc1	4%	0%	-1%	-15	-1%	1%	7%	17	-3
CC(C)c1nc2oc3c(NCc4ccccn4)ncnc3c2c2c1COC(C)(C)C2	15%	-2%	-1%	7	-2%	3%	14%	26	5
CC(=O)Nc1cccc(C(=O)Nc2ccccc2C(=O)O)c1	0%	11%	?	-3	23%	-7%	-11%	14	-8
COc1ccc(OC)c(CCNC(=O)Cn2nc(C)c3c(C)n(-c4ccccc4)nc3c2=O)c1	-2%	12%	9%	-16	0%	-2%	14%	-9	1
CN(C)C(CNC(=O)c1cccc(S(=O)(=O)N2CC3(C)CC2CC(C)(C)C3)c1)c1ccco1 (configuration not stated)	5%	3%	0%	-26	10%	-5%	-1%	-6	-4
COc1ccnc2c1c(=O)n(Cc1ccc(Cl)cc1Cl)c(=O)n2C	8%	-9%	-6%	6	-3%	-10%	4%	-22	-4
COc1ccc(CCCC(=O)NCCc2ccccc2)c(C)c1	-4%	6%	-8%	-28	14%	-1%	2%	0	11
CC1=NNC(=O)C1CCC(=O)N/N=C/c1ccc(Cl)cc1 (configuration not stated)	9%	11%	1%	1	26%	14%	-9%	31	-1
CC(Oc1ccc2c(-c3ccccc3)cc(=O)oc2c1)C(=O)NCc1ccccn1 (configuration not stated)	3%	-5%	-3%	-24	?	0%	1%	-17	0
COc1ccc(CNC(=O)CN2C(=O)COc3ccc(S(=O)(=O)N4CCCC4)cc32)cc1	4%	4%	-26%	-8	6%	25%	-2%	-17	-9
Cc1cc2oc(=O)cc(CN(C)Cc3ccccc3)c2cc1C(C)C	15%	-24%	?	21	?	0%	-5%	-12	4
CC(OC(=O)CN1C(=O)NC2(CCCC2)C1=O)C(=O)c1ccccc1 (configuration not stated)	1%	21%	-7%	32	6%	?	0%	16	6
CCCOc1ccc(C2=CC(=O)C[C@H](c3ccc(OC)cc3)C2)cc1	9%	4%	2%	51	8%	2%	0%	-10	36*
COc1ccc(C(CC(=O)O)NC(=O)Cc2ccccc2)cc1OC (configuration not stated)	7%	-3%	1%	-24	?	7%	0%	2	-8
Cc1cccc2c1CCCC2=O	1%	-3%	-3%	26	-19%	1%	-16%	13	3
CSc1nc2ccc(NS(=O)(=O)c3c(Cl)cccc3Cl)cc2s1	-1%	13%	-4%	-13	-3%	12%	8%	4	3
O=C(Nc1cccn2ncnc12)C(F)(F)F	-2%	13%	-2%	-1	5%	-7%	0%	0	8
CCCCCCCC1CC(CSc2ncn[nH]2)OC1=O (configuration not stated)	6%	3%	-1%	27	?	11%	-6%	-19	-12
O=C(NCC1CCCO1)c1ccc2c(=O)n(Cc3ccc(Cl)cc3)c(=S)[nH]c2c1 (configuration not stated)	-1%	6%	-10%	14	-14%	-9%	7%	7	-2
COc1ccc(C(=O)NNC(=O)CN2CCC(n3nnc4cc(C)ccc43)CC2)cc1	1%	-2%	4%	-24	0%	-2%	3%	-3	-12
O=C1CCC2(CCCC2)c2ccccc21	4%	1%	·	42	?	10%	2%	8	2
COC(=O)c1cc2ccsc2n1CC(=O)NCC1CCCO1 (configuration not stated)	1%	3%	0%	-3	11%	-2%	1%	9	-1
CCc1cc2c(NC(Cc3ccccc3)C(=O)O)ncnc2s1 (configuration not stated)	-2%	7%	-12%	11	?	17%	12%	0	5
CCN(C[C@H]1N[C@@](C)(C(=O)OC)[C@H]2C(=O)N(C)C(=O)[C@@H]12)C(=O)c1ccccc1	-2%	16%	10%[9.22 µM]	47	9%	22%	10%	36	9
CCCN1Cc2cccc(C(=O)NC3CCCC3)c2C1=O	5%	-2%	-32%[inhibitor]	36	-11%	3%	7%	11	3
COc1cccc(C2CC(c3ccccc3Cl)n3nc(N)nc3N2)c1 (configuration not stated)	15%	-29%	-14%	-25	-9%	0%	-1%	-5	5
O=S(=O)(c1ccc(C2CCCCC2)cc1)N1CCOCC1	-5%	-4%	-46%[inhibitor]	-4	0%	0%	-4%	-6	-2
CC(=O)N/N=C(\C)CCc1ccccc1	3%	5%	-4%	10	2%	8%	?	7	-5
Cc1cccc(C)c1N1C(=O)CCC(C)(C)C1=O	-3%	-5%	0%	2	1%	8%	13%	17	4
Cc1nc2sc3c(c2c(=O)o1)CCC3	-6%	0%	3%	0	-2%	9%	0%	54	-2
COc1ccc2oc(=O)c(-c3nc4ccccc4o3)cc2c1	-7%	16%	4%	-18	-4%	-4%	16%	39	0
CCC(c1c(C)[nH]oc1=O)c1c(C)[nH]oc1=O	3%	1%	-10%	?	12%	2%	11%	10	5
CCC1CCCCN1CCCNC(=O)c1ccc(CS(=O)(=O)c2ccccc2OC)o1 (configuration not stated)	27%	13%	3%	6	11%	14%	11%	-7	5
CC(=O)Nc1ccc(/C=N/N2CCCCC2)cc1	0%	1%	0%	4	0%	0%	-4%	-11	-1
